NCI-60 one-dose screen, 48 h, at 10 µM unless noted. Numbers give growth in % (100 = growth as untreated, 0 = no growth, -100 = all killed).
SR: SR leukemia cells; 8.7% of 73,000 active; AID 1794780
MOLT-4: MOLT-4 leukemia cells. 6.9% of 80,000 active
CCRF-CEM: CCRF-CEM leukemia; 7% of 77,000 active
K-562: K-562 leukemia; 7.4% of 78,000 active; AID 1794777
MDA-MB-435: MDA-MB-435 melanoma | 7.8% of 82,000 active
MDA-MB-468: MDA-MB-468 breast cancer | 8.5% of 78,000 active | AID 2202374
HOP-62: HOP-62 NSCLC; AID 1794735; 3.9% of 80,000 active
RPMI-8226: RPMI-8226 leukemia cells | 7.5% of 77,000 active
Active calls of the source: *; & = joins results of further samples. The calls were made as follows: active = growth percent below 10; inactive = the rest.

`C=C1C(=O)O[C@H]2[C@H]1CC/C(COC(=O)/C=C/C(=O)O)=C\CC[C@@]1(C)O[C@@H]21` gave SR 104, MOLT-4 96, CCRF-CEM 102, K-562 97, MDA-MB-435 100, MDA-MB-468 107, HOP-62 97 and RPMI-8226 106.
Screening O=C1N=C(c2c(-c3[nH]c(=O)c4ccccc4c3O)c(O)c3ccccc3c2O)C(=O)c2ccccc21 returned SR 102, MOLT-4 100, CCRF-CEM 157, K-562 108, MDA-MB-435 100, MDA-MB-468 94, HOP-62 91 and RPMI-8226 112.
For O=[N+]([O-])c1cc(Br)c2cccc3c2c1CC3 the results were SR 93, MOLT-4 104, CCRF-CEM 100, K-562 100, MDA-MB-435 113, MDA-MB-468 97, HOP-62 118 and RPMI-8226 109.
For c1c[nH]c(CNC2CCCCC2)c1 the results were SR 144, CCRF-CEM 97, K-562 103, MDA-MB-435 115, MDA-MB-468 141, HOP-62 103 and RPMI-8226 103.
`CC(=O)OCC(OC(C)=O)C(OC(C)=O)C(CNc1cc(C)c(C)cc1N=Nc1ccc([N+](=O)[O-])cc1)OC(C)=O` (centres undefined) gave SR 88, MOLT-4 50, CCRF-CEM 60, K-562 75, MDA-MB-435 99, MDA-MB-468 97, HOP-62 109 and RPMI-8226 60.
CC(=O)c1cc2c(C)nn(-c3ccccc3)c2nc1C was read as SR 82, MOLT-4 87, CCRF-CEM 102, K-562 114, MDA-MB-435 104, MDA-MB-468 130, HOP-62 80 and RPMI-8226 106.
Screening COc1ccc2cc(C3=NN(C(N)=S)[C@@H](c4ccccc4)C3)ccc2c1 returned SR 62, MOLT-4 71, CCRF-CEM 81, MDA-MB-435 65, MDA-MB-468 75, HOP-62 82 and RPMI-8226 63.
CCCCCc1[nH]c(=O)[nH]c(=O)c1Br was read as SR 105, MOLT-4 102, CCRF-CEM 102, K-562 102, MDA-MB-435 105, MDA-MB-468 106, HOP-62 91 and RPMI-8226 101.
CN=C(N)N/N=C(\c1ccccc1)c1ccc(Br)cc1 was read as SR -15*, MOLT-4 -14*, CCRF-CEM 2.2*, K-562 -6.0*, MDA-MB-435 -61*, MDA-MB-468 1.8*, HOP-62 8.0* and RPMI-8226 27.
CC(C)(O)CNC(=O)c1cccc([N+](=O)[O-])c1 was read as SR 86, MOLT-4 101, CCRF-CEM 91, K-562 91, MDA-MB-435 97, MDA-MB-468 105, HOP-62 102 and RPMI-8226 96.
`CCOC(=O)CCc1nc2sc3c(c2c(=O)[nH]1)CCCC3` gave SR 79, MOLT-4 100, CCRF-CEM 106, K-562 63, MDA-MB-435 85, HOP-62 106 and RPMI-8226 103.
For CCOC(=O)c1cc2c(n1Cc1ccc(OC)cc1)-c1oncc1CC2 the results were SR 81, MOLT-4 80, CCRF-CEM 87, K-562 97, MDA-MB-435 98, MDA-MB-468 107, HOP-62 106 and RPMI-8226 94.
For O=C1NN(c2cc(Cl)cc(Cl)c2)C(c2ccc3c(c2)OCO3)N2CCC[C@@H]12 (some centres undefined) the results were SR 105, MOLT-4 115, CCRF-CEM 110, K-562 100, MDA-MB-435 104, MDA-MB-468 103, HOP-62 91 and RPMI-8226 103.
For C=CC(C)(C)[C@@]12Nc3c(ccc4c3C=CC(C)(C)O4)[C@]1(O)C[C@H]1C(=O)N3CCC[C@@]3(O)C(=O)N12 the results were SR 102, MOLT-4 101, CCRF-CEM 126, K-562 87, MDA-MB-435 103, MDA-MB-468 95, HOP-62 101 and RPMI-8226 119.
`CC(=O)c1cccc(Nc2ncnc3ccc(NC(=O)c4ccccc4)cc23)c1` gave SR 90, MOLT-4 76, CCRF-CEM 94, K-562 69, MDA-MB-435 89, MDA-MB-468 80, HOP-62 108 and RPMI-8226 67.
COc1ccc(/C=C2\N=C(Nc3ccccc3)N(/N=C/C(O)C(O)C(O)C(O)CO)C2=O)cc1 (centres undefined) was read as SR 62, MOLT-4 76, CCRF-CEM 32, K-562 80, MDA-MB-435 102, MDA-MB-468 110, HOP-62 105 and RPMI-8226 95.
Screening OCCN1CCN(c2cc(-c3cccc(OC(F)(F)F)c3)nc3ccc(N4CCCC4)cc23)CC1 returned SR 3.4*, MOLT-4 11, CCRF-CEM 40, K-562 -10*, MDA-MB-435 30, MDA-MB-468 17, HOP-62 48 and RPMI-8226 43.
`COc1ccc(C/C(C)=C(\c2ccc(OCCCN(C)C)cc2)c2ccc(OC(=O)c3ccccc3)cc2)cc1` gave SR 55, MOLT-4 67, CCRF-CEM 77, K-562 79, MDA-MB-435 96, MDA-MB-468 100, HOP-62 98 and RPMI-8226 79.
For CC(=O)C(=O)NCCCCC(=O)Nc1ccccc1 the results were SR 99, MOLT-4 106, CCRF-CEM 101, K-562 90, MDA-MB-435 108, MDA-MB-468 116 and HOP-62 119.
NC(=O)N/N=C1/CCN2CCCc3cccc1c32 was read as SR 89, MOLT-4 90, CCRF-CEM 100, K-562 94, MDA-MB-435 109, MDA-MB-468 83, HOP-62 98 and RPMI-8226 107.
Screening CCN(c1ccc(C(=O)N2CCN(c3ccc(F)cc3)CC2)cc1)S(C)(=O)=O returned MOLT-4 77, CCRF-CEM 93, K-562 84, MDA-MB-435 108, MDA-MB-468 94, HOP-62 100 and RPMI-8226 93.
For Cc1nc2cc(-c3cc(C(F)(F)F)cc(C(F)(F)F)c3)ccc2c(=O)n1-c1cccc(Cl)c1 the results were SR 70, MOLT-4 81, CCRF-CEM 80, K-562 79, MDA-MB-435 102, MDA-MB-468 92, HOP-62 103 and RPMI-8226 77.
O=C(NN(Cc1ccccc1)S(=O)(=O)c1ccccc1)c1ccccc1 was read as SR 97, MOLT-4 98, CCRF-CEM 99, K-562 111, MDA-MB-435 110, MDA-MB-468 92, HOP-62 99 and RPMI-8226 97.
For COc1cc(-c2cnnn2-c2nonc2N)cc(OC)c1OC the results were SR 80, MOLT-4 84, CCRF-CEM 100, K-562 89, MDA-MB-435 108, MDA-MB-468 94, HOP-62 99 and RPMI-8226 101.
For O=C(O)Cc1csc2ccccc12 the results were SR 106, MOLT-4 99, K-562 99, MDA-MB-435 99, MDA-MB-468 105, HOP-62 118 and RPMI-8226 99.
For Cc1c(C(=O)O)nnn1-c1nc(-c2ccccc2)cs1 the results were SR 93, MOLT-4 106, CCRF-CEM 85, MDA-MB-435 106, MDA-MB-468 123, HOP-62 90 and RPMI-8226 78.
CCCNS(=O)(=O)c1cc(C(=O)Nc2cccc(NC(=O)c3cc(S(=O)(=O)NCCC)c(O)c(O)c3O)c2)c(O)c(O)c1O was read as SR 95, MOLT-4 101, CCRF-CEM 90, MDA-MB-435 101, MDA-MB-468 102, HOP-62 101 and RPMI-8226 98.
For CCOP(=O)(OCC)C1CP(=O)(c2ccccc2)CC(C)=C1Cl (centres undefined) the results were MOLT-4 93, CCRF-CEM -91*, K-562 93, MDA-MB-435 110, HOP-62 97 and RPMI-8226 70.
For COc1ccc(-c2onc3ccc(Br)cc23)cc1OC the results were SR 62, MOLT-4 78, CCRF-CEM 84, K-562 79, MDA-MB-435 95, MDA-MB-468 69 and HOP-62 104.
Screening O=S(=O)(OCCOS(=O)(=O)c1ccccc1)c1ccccc1 returned SR 94, MOLT-4 93, CCRF-CEM 93, K-562 96, MDA-MB-435 107, MDA-MB-468 95, HOP-62 95 and RPMI-8226 100.
O=S(=O)(NC1CC2CCC1C2)c1ccc2c(c1)C(=NO)c1cc(S(=O)(=O)NC3CC4CCC3C4)ccc1-2 (centres undefined) was read as SR -7.5*, MOLT-4 47, CCRF-CEM -19*, K-562 12, MDA-MB-435 27, MDA-MB-468 -62*, HOP-62 -70* and RPMI-8226 -25*.
`Cc1cc(Cl)c(Cl)cc1Cl` gave SR 111, MOLT-4 105, CCRF-CEM 111, K-562 99, MDA-MB-435 116, MDA-MB-468 100, HOP-62 111 and RPMI-8226 118.
`Cc1cc(C(O)CN(CCCC(C)C)CCCC(C)C)cc2c1ccc1cc(C(C)C)ccc12` (centres undefined) gave SR 65, MOLT-4 88, CCRF-CEM 90, K-562 87, MDA-MB-435 110, MDA-MB-468 110, HOP-62 101 and RPMI-8226 80.
Screening Cc1[nH]c(C(=O)Nc2ccc(C(N)=O)cc2OCc2ccc(C(=O)NCCN)cc2)c(Cl)c1Cl returned SR 76, MOLT-4 103, CCRF-CEM 95, K-562 97, MDA-MB-435 102, MDA-MB-468 83, HOP-62 106 and RPMI-8226 99.
`Cc1ccsc1[C@@H]1C[C@H](O)Cc2cc(Br)c3ccccc3c2N1` gave SR 90, MOLT-4 87, CCRF-CEM 99, K-562 87, MDA-MB-435 89, MDA-MB-468 103 and RPMI-8226 95.
For Cc1ccc(S(=O)(=O)N2CCn3c(nnc3C(F)(F)F)C2)cc1[N+](=O)[O-] the results were SR 89, MOLT-4 96, CCRF-CEM 97, K-562 93, MDA-MB-435 99, MDA-MB-468 95, HOP-62 87 and RPMI-8226 94.
Screening O=S(=O)(OCCCl)c1ccc(Cl)c(Cl)c1 returned SR 104, MOLT-4 108, CCRF-CEM 101, K-562 101, MDA-MB-435 108, MDA-MB-468 91, HOP-62 99 and RPMI-8226 103.
Screening O=c1[nH]nc2c3c(cccc13)NC(CN1Cc3ccccc3C1)=N2 returned SR 70, MOLT-4 81, CCRF-CEM 87, K-562 101, MDA-MB-435 93, MDA-MB-468 83, HOP-62 80 and RPMI-8226 90.
O=C1Nc2ccccc2/C1=N/c1n[nH]c(=S)s1 was read as SR 88, MOLT-4 96, CCRF-CEM 88, K-562 76, MDA-MB-435 93, MDA-MB-468 103, HOP-62 88 and RPMI-8226 85.
COc1cccc(-c2nc3occn3c2-c2ccnc(NCCNS(=O)(=O)c3ccccc3)n2)c1 was read as SR 102, MOLT-4 79, CCRF-CEM 92, K-562 79, MDA-MB-435 76, MDA-MB-468 92, HOP-62 118 and RPMI-8226 79.

Taken from above, seven compounds:
Screening CCN(c1ccc(C(=O)N2CCN(c3ccc(F)cc3)CC2)cc1)S(C)(=O)=O returned MOLT-4 77, CCRF-CEM 93, K-562 84, MDA-MB-435 108, MDA-MB-468 94, HOP-62 100 and RPMI-8226 93.
For Cc1nc2cc(-c3cc(C(F)(F)F)cc(C(F)(F)F)c3)ccc2c(=O)n1-c1cccc(Cl)c1 the results were SR 70, MOLT-4 81, CCRF-CEM 80, K-562 79, MDA-MB-435 102, MDA-MB-468 92, HOP-62 103 and RPMI-8226 77.
O=C(NN(Cc1ccccc1)S(=O)(=O)c1ccccc1)c1ccccc1 was read as SR 97, MOLT-4 98, CCRF-CEM 99, K-562 111, MDA-MB-435 110, MDA-MB-468 92, HOP-62 99 and RPMI-8226 97.
For COc1cc(-c2cnnn2-c2nonc2N)cc(OC)c1OC the results were SR 80, MOLT-4 84, CCRF-CEM 100, K-562 89, MDA-MB-435 108, MDA-MB-468 94, HOP-62 99 and RPMI-8226 101.
For O=C(O)Cc1csc2ccccc12 the results were SR 106, MOLT-4 99, K-562 99, MDA-MB-435 99, MDA-MB-468 105, HOP-62 118 and RPMI-8226 99.
For Cc1c(C(=O)O)nnn1-c1nc(-c2ccccc2)cs1 the results were SR 93, MOLT-4 106, CCRF-CEM 85, MDA-MB-435 106, MDA-MB-468 123, HOP-62 90 and RPMI-8226 78.
CCCNS(=O)(=O)c1cc(C(=O)Nc2cccc(NC(=O)c3cc(S(=O)(=O)NCCC)c(O)c(O)c3O)c2)c(O)c(O)c1O was read as SR 95, MOLT-4 101, CCRF-CEM 90, MDA-MB-435 101, MDA-MB-468 102, HOP-62 101 and RPMI-8226 98.

The results go on:
`O=C1C2=C(C(=O)c3c(O)cccc31)C(c1ccco1)c1sc(=O)[nH]c1S2` (centres undefined) gave SR 16, MOLT-4 0.8*, CCRF-CEM 13, K-562 22, MDA-MB-435 -45*, MDA-MB-468 7.8*, HOP-62 -72* and RPMI-8226 19.
For CCN(CC)CC(Cc1ccccc1)OC(=O)c1ccc(N)cc1 (centres undefined) the results were SR 104, MOLT-4 72, CCRF-CEM 87, K-562 112, MDA-MB-435 108, MDA-MB-468 107, HOP-62 97 and RPMI-8226 102.
`COc1cc(-c2c(-c3ccccc3)noc2C(N)=O)c(OC)c2c1OCO2` gave MOLT-4 108, CCRF-CEM 107, K-562 101, MDA-MB-435 102, MDA-MB-468 97, HOP-62 111 and RPMI-8226 108.
Screening O=[N+]([O-])c1cccc(C2NC3=C(NNC(=S)O3)c3c2sc2c(F)cccc32)c1 (centres undefined) returned SR 76, MOLT-4 95, CCRF-CEM 105, K-562 87, MDA-MB-435 103, MDA-MB-468 109, HOP-62 87 and RPMI-8226 96.
O=C(NCc1ccc(Cl)cc1Cl)C1CC(=O)N(C(=O)Nc2ccc(Cl)nc2)C1 (centres undefined) was read as MOLT-4 76, CCRF-CEM 90, K-562 86, MDA-MB-435 95, MDA-MB-468 94, HOP-62 94 and RPMI-8226 80.
`COc1cnc2c(c1)C(=O)c1c-2n(CCCNCCO)c(=O)c2cc(OC)c(OC)cc12` gave SR 5.8*, MOLT-4 13, CCRF-CEM 13, K-562 27, MDA-MB-435 50, MDA-MB-468 -49*, HOP-62 12 and RPMI-8226 4.2*.
`COc1ccc(Cc2n[nH]c(=S)n2-c2cc(C)ccc2C)cc1OC` gave SR 100, MOLT-4 100&119, CCRF-CEM 98, K-562 97&108, MDA-MB-435 104&101, MDA-MB-468 94&101, HOP-62 106&107 and RPMI-8226 107&101.
`N#Cc1c(Nc2ccc(Cl)cc2)nn2c(-c3ccc(Br)cc3)c(-c3nc4ccccc4s3)c(N)nc12` gave SR 79, MOLT-4 92, CCRF-CEM 99, K-562 99, MDA-MB-435 100, MDA-MB-468 114, HOP-62 97 and RPMI-8226 101.

Sorted by number of heavy atoms (falling): 3 of the compounds above
O=C(NN(Cc1ccccc1)S(=O)(=O)c1ccccc1)c1ccccc1 was read as SR 97, MOLT-4 98, CCRF-CEM 99, K-562 111, MDA-MB-435 110, MDA-MB-468 92, HOP-62 99 and RPMI-8226 97.
`CCOC(=O)CCc1nc2sc3c(c2c(=O)[nH]1)CCCC3` gave SR 79, MOLT-4 100, CCRF-CEM 106, K-562 63, MDA-MB-435 85, HOP-62 106 and RPMI-8226 103.
CC(=O)c1cc2c(C)nn(-c3ccccc3)c2nc1C was read as SR 82, MOLT-4 87, CCRF-CEM 102, K-562 114, MDA-MB-435 104, MDA-MB-468 130, HOP-62 80 and RPMI-8226 106.

Compound activity as filed in PubChem BioAssay.

This is a random part of the collection (roughly 15% active in at least one column).
